Compound activity as filed in PubChem.
Casp6 inh = human caspase-6 inhibitors, primary screen, biochemical, VEID-R110 fluorescence, single point, set 2; purified caspase-6, Z-VEID-R110 cleavage fluorescence; hit rate 0.53% among 350,000; inhibition, % at 12.5 µM; AID 686996, 2013;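 active = mean inhibition across replicates at least about 35%, with every replicate also reaching that limit, limit read from the data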;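 note: 0% = median of neutral control wells and 100% = no fluorescence left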
PglD DTNB = C. jejuni PglD acetyltransferase inhibitors, primary screen, biochemical, DTNB colorimetric, single point. UDP-N-acetylbacillosamine N-acetyltransferase PglD (Campylobacter jejuni). purified PglD enzyme, DTNB colorimetric CoA detection. inhibition, % at 12.5 µM. hit rate 0.098% among 360,000; in the data active = inhibition above about 16%, passing the limit was not always enough; note: strong numbers were not always called active
RAD52 inh = RAD52 DNA annealing inhibitors, primary screen, biochemical, FRET, single point, set 2; DNA repair protein RAD52 homolog (Homo sapiens), P43351; recombinant RAD52 DNA annealing, FRET fluorescence; inhibition, % at 18.7 µM; hit rate 0.46% among 360,000;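 active = every replicate showing at least 50% inhibition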
ARNT-TACC3 inh = disruptors of ARNT/TACC3 protein interaction, primary screen, biochemical, AlphaScreen, single concentration; Transforming acidic coiled-coil-containing protein 3 (Homo sapiens), Q9Y6A5; AlphaScreen His-ARNT PAS-B/GST-TACC3 binding, luminescence; TACC3 fragment carries E629A point mutation; inhibition, % at 9.99 µM; hit rate 0.66% among 390,000;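 active = mean inhibition of replicates at least 50% and at least half of replicates each reaching 50%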;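 note: 0% = complete ARNT plus TACC3 wells and 100% = ARNT alone without TACC3; many hits fall short of the cut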
ERp5 inh = inhibitors of ERp5-driven insulin aggregation, primary screen, biochemical, turbidity, absorbance 650 nm, single point; Protein disulfide-isomerase A6 (Homo sapiens), Q15084; 90 min; inhibition, % at 9.99 µM; hit rate 0.05% among 350,000; AID 651711, 2012;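 active = mean replicate inhibition above about 25%, with every replicate also reaching it, limit read from the data, passing the limit was not always enough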
Target sequence (Q15084 whole entry, looked up): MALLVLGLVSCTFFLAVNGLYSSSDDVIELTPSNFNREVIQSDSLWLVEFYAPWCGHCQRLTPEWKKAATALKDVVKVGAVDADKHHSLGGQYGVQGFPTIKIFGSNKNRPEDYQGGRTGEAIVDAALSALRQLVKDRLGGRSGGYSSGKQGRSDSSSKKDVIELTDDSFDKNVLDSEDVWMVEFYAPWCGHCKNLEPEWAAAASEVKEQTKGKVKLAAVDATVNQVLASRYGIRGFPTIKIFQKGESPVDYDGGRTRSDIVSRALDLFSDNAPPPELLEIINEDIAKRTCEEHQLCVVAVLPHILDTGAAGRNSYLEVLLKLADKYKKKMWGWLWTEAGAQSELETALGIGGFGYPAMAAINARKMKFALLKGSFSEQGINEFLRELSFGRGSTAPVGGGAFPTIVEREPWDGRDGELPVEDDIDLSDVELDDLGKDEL
RAD54 inh = inhibitors of human RAD54 branch migration, primary screen, biochemical, fluorescence, single point | DNA repair and recombination protein RAD54-like (Homo sapiens), Q92698 | RAD54 Holliday junction branch migration, FAM/BHQ fluorescence | inhibition, % at 10.4 µM | hit rate 0.14% among 360,000 | AID 602329, 2012;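 active = mean normalized replicate activity at least 40 and at least half of replicates scoring 40 or more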;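 note: 0% = median of neutral control wells and 100% = median of positive control wells; inhibitors cause a drop in the FAM fluorescence signal; in these data hits start at about 50%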
esBAF inh = Bmi1 luciferase reporter increase in mESCs, primary screen, esBAF inhibitor project, mouse ES cells, Bmi1 luciferase knock-in, single point. 24 h; 100% = twice the neutral-well signal. reporter increase, % at 12.5 µM. hit rate 2% among 350,000; in the data active = activation above about 40%;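 note: 0% = median of the plate's neutral control wells and 100% = double that signal; a rise in the Bmi1 reporter signal indicates esBAF inhibition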
E-selectin induc = E-selectin induction in HUVECs, primary screen, imaging, HUVEC, immunofluorescence imaging, single point. P16581. normalized: neutral wells 0, TNF-alpha wells 100. activation, % at 7.58 µM. hit rate 0.37% among 260,000. AID 686992, 2013;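 active = mean E-selectin-positive cell signal at least 10% of the positive control, reached in at least 60% of replicates, without over 20% cell loss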;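 note: in these data hits start at about 27%; measured in HUVEC primary endothelial cells; signal is the percent of cells scored E-selectin positive by PE staining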
Target sequence (P16581 whole entry, looked up): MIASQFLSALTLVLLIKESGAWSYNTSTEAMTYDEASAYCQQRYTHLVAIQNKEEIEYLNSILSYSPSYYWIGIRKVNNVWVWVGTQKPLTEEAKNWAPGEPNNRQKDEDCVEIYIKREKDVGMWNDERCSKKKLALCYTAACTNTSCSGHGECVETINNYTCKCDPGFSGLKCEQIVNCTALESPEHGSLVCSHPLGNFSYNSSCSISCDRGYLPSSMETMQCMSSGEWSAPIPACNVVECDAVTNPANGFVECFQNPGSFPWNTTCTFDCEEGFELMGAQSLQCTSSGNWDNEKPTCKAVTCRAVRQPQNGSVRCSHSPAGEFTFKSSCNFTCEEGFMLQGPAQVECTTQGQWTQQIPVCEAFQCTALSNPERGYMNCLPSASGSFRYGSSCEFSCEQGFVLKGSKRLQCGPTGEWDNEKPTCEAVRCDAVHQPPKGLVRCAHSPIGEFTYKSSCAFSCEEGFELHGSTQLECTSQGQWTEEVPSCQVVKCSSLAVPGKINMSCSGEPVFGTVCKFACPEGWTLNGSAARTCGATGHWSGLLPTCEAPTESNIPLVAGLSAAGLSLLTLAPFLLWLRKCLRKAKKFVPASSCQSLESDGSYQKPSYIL
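Assay system: HUVEC primary endothelial cells. Input: 3,000 HUVEC seeded per well. Doses: one compound dose added by pin transfer. Read-out basis: % PE-positive cells. Benchmarks: TNF-alpha high, DMSO low. Detection: immunofluorescence imaging. Buffer or medium: EGM-2, gelatin.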
Numbers without * were called inactive; . = not tested or not shown.

SMILES | Casp6 inh | PglD DTNB | RAD52 inh | ARNT-TACC3 inh | ERp5 inh | RAD54 inh | esBAF inh | E-selectin induc
COc1cc(C2OC(=O)c3ccccc3S2)cc(OC)c1OC (centres undefined) | -1 | 2 | -4 | 0 | 5 | 0 | -10 | 4.4
CC(=O)Nc1ccc(NC(=O)CC2(CC(=O)N3CCOCC3)CCCC2)cc1 | 0 | -4 | 0 | -7 | 1 | -2 | 3 | 1.5
C[C@@H](NC(=O)C[C@@H]1C[C@@H]2c3cc(NC(=O)Nc4ccccc4F)ccc3O[C@@H]2[C@H](CO)O1)c1ccccc1 | -1 | 0 | -17 | -9 | -1 | 1 | 1 | 0.3
CCS(=O)(=O)N[C@H]1C=C[C@@H](CC(=O)N2CCCCC2)O[C@@H]1CO | 0 | 4 | -32 | 0 | -6 | -8 | 3 | 0.4
COc1ccccc1C(=O)Nc1ccc2c(c1)nc(CCNC(=O)c1ccco1)n2C | -4 | -2 | -7 | 8 | 3 | 0 | 30 | 0.4
CC(=O)c1c(C)[nH]c(C(=O)OCC(=O)Nc2cccnc2Cl)c1C | -1 | -5 | -7 | 0 | 1 | -3 | . | -0.3
CCCCOc1ccc(CSCCN=C(N)N)cc1 | -12 | . | 11 | -2 | 1 | . | . | 1.2
O=C(c1cc(-c2ccc3c(c2)OCO3)on1)N1CCN(c2ccc(F)cc2)CC1 | . | -86 | . | -12 | . | 2 | -3 | .
Clc1ccccc1CSc1snnc1-c1ccccc1 | . | -4 | . | -16 | . | -5 | 30 | .
COc1ccc(Cc2nnc(SCC(=O)c3cccc([N+](=O)[O-])c3)n2C)cc1 | 3 | 0 | -5 | 0 | 1 | 20 | -2 | .
COc1cccc(C(=O)NCC2CCCN(C(=O)Cc3cccc(C)c3)C2)c1OC (centres undefined) | 0 | 0 | -47 | . | 2 | 2 | -2 | 0.3
O=C(Nc1cc(S(=O)(=O)N2CCOCC2)ccc1N1CCOCC1)c1ccc(S(=O)(=O)N2CCCCC2)cc1 | 1 | . | -7 | -4 | -4 | . | . | 3.6
Cn1c2ccccc2c2cc(C(=O)N3CCN(CCO)CC3)sc21 | . | 3 | . | -16 | . | 13 | 3 | .
Cc1ccc(C)c(S(=O)(=O)NC(Cc2c[nH]c3ccccc23)C(=O)O)c1 (centres undefined) | -1 | . | -4 | 4 | 4 | . | 7 | .
CC(=O)N1c2ccc(S(=O)(=O)N3CCCCC3)cc2CC1C(=O)Nc1ccc(C)cc1 (centres undefined) | 2 | -2 | -18 | 4 | 1 | 8 | 3 | -0.3
Cc1ccc(N(C(=O)Cc2cccs2)C(C(=O)NC2CCCC2)c2ccncc2)cc1 (centres undefined) | 3 | . | -11 | -6 | -2 | . | . | .
O=C(C[C@H]1CC[C@@H]2[C@H](COC[C@@H](O)CN2C(=O)Nc2ccc(Cl)c(Cl)c2)O1)NCc1ccccc1 | -2 | 1 | 9 | -1 | 4 | 3 | 1 | 0.2
c1ccc(Cn2cnc3ccccc32)cc1 | . | -3 | . | 12 | . | 6 | 106* | .
O=C(Cc1c[nH]c2ccccc12)OCCOC(=O)Cc1c[nH]c2ccccc12 | . | -1 | . | 4 | . | -3 | -3 | .
COc1ccc(CN(C)C[C@H]2Oc3ccc(NC(=O)Cc4ccccc4)cc3CC(=O)N([C@@H](C)CO)C[C@H]2C)cc1 | -1 | 2 | -1 | 1 | -3 | -3 | -6 | 0.2
O=C(COc1ccccc1)c1cn(CC(=O)N2CCOCC2)c2ccccc12 | . | -2 | . | -4 | . | 10 | -1 | .
CC(=O)Nc1ccc(C(C#N)=Cc2ccc(N(C)CCC#N)cc2)cc1 | 4 | -3 | -82 | . | -7 | -12 | -16 | .
CCCCn1c(/C=C/c2ccco2)nc2ccccc21 | 2 | 10 | -15 | 6 | 0 | 7 | . | 0.6
Cc1[nH]c2ccccc2c1CC(=O)Nc1ccc(Nc2cccnc2)c(-c2ccc(OC(F)(F)F)cc2)c1 | 2 | . | -37 | . | -3 | . | . | 5.3
O=C1N=C(N2C=CC(=C3C=CNC=C3)C=C2)/C(=C/N=NC(=O)c2ccccc2)S1 | 4 | 2 | -18 | 12 | -4 | -4 | -5 | 3.1
Cc1nc(SCc2ccc(F)cc2)c2oc3ccccc3c2n1 | -3 | -9 | 3 | 3 | 3 | -8 | -3 | 0.2
COc1ccc(Cl)cc1C(=O)OCC(=O)NCc1cccs1 | 0 | 5 | -14 | -6 | 2 | 4 | 2 | -0.8
COc1cc(NC(=O)CN2CCCCC2)c(C)cc1[N+](=O)[O-] | 2 | 9 | -11 | 1 | -4 | -9 | -4 | 0.8
Cc1ccc(N2CC(C(=O)OCC(=O)c3c(N)n(CC(C)C)c(=O)n(C)c3=O)CC2=O)cc1 (centres undefined) | 4 | . | -2 | 3 | 0 | . | . | -2.8
CC(=O)O/N=C(\N)c1cnn2c(C(F)(F)F)cc(C(F)(F)F)nc12 | -1 | . | -2 | -3 | 5 | . | . | .
CC(=O)C1=C(C)OC(N)=C(C#N)C1c1cc([N+](=O)[O-])ccc1Cl (centres undefined) | 1 | . | -6 | -4 | -1 | . | -12 | .
O=C(C[C@@H]1C=C[C@H](NC(=O)Nc2ccccc2)[C@@H](CO)O1)NCc1cccc(F)c1 | 1 | -1 | -4 | -2 | -1 | -8 | 4 | 2.6
Cc1nc2ccn(Cc3ccccc3)c(=O)c2cc1C(=O)N1CCN(c2ccc(F)cc2)CC1 | 1 | -10 | -14 | 3 | -3 | -10 | -7 | .
COc1ccc(Cl)cc1NC(=O)C(C)OC(=O)Cn1cc(C(F)(F)F)ccc1=O (centres undefined) | 0 | 2 | -15 | -7 | 9 | 15 | -10 | .
C=CCN(CC=C)C(=O)C(=O)c1cc(C)n(-c2ccc([N+](=O)[O-])cc2)c1C | . | -6 | . | 13 | . | 6 | 2 | .
CC(C)N(C(=O)CSc1nnc(CN2CCCCCC2=O)n1-c1ccccn1)C(C)C | . | 1 | . | 10 | . | -18 | -5 | .
CCc1nnc(NS(=O)(=O)c2ccc(N3C(=O)c4ccccc4C3=O)cc2)s1 | 4 | . | -15 | -7 | -9 | . | . | .
CCC(C)C(=O)Nc1cc(OC)c(OC)cc1C(=O)O (centres undefined) | . | -8 | . | -7 | . | 3 | -3 | .
Cc1ccnc(NC(=O)c2cccc(NC(=O)CC3SC(N4CCCCC4)=NC3=O)c2)c1 (centres undefined) | -1 | 4 | -26 | 1 | 9 | -4 | 22 | 0.2
COc1ccc(S(=O)(=O)Cc2ccc(C(=O)O)o2)cc1 | -1 | 5 | -9 | -16 | -1 | -12 | -10 | -0.2
C[C@@H]1CN([C@H](C)CO)C(=O)c2cc(NS(=O)(=O)c3ccc(Cl)cc3)ccc2O[C@@H](C)CCCCO[C@H]1CN(C)S(=O)(=O)c1ccc(Cl)cc1 | . | 1 | . | -4 | . | -19 | -1 | -0.2
CCCOc1ccc(C(=O)Nc2ccc(Cl)cn2)cc1 | . | 6 | . | -1 | . | 6 | -26 | .
COc1ccc(NC(=O)CN2CCN(c3ccccc3)CC2)cc1 | 5 | 1 | -13 | -5 | -1 | 3 | -6 | .
CCCOc1ccc(NC2=CC(=O)CC(C)(C)C2)cc1 | -1 | 2 | -12 | -2 | 3 | -1 | 25 | .
CNC[C@@H]1Oc2ccc(NC(=O)C3CC3)cc2C(=O)N([C@H](C)CO)C[C@@H]1C | 1 | 2 | -9 | -7 | -3 | 4 | -3 | 0.1
Cc1ccc(NC(=O)c2ccc(NC(=O)c3ccccc3)cc2)cc1C | -5 | -7 | -8 | 0 | 3 | -1 | 1 | -0.1
COc1ccc(C(=O)NCCn2ccc3ccccc32)cc1 | . | 7 | . | 4 | . | -15 | 44* | .
C[C@H](CO)N1C[C@H](C)[C@H](CN(C)Cc2ccncc2)OCc2ccccc2-c2ccccc2C1=O | -2 | 2 | 10 | -12 | 2 | 11 | -2 | -0.4

Shown as a hit in esBAF inh, of those listed so far:
smiles | Casp6 inh | PglD DTNB | RAD52 inh | ARNT-TACC3 inh | ERp5 inh | esBAF inh
c1ccc(Cn2cnc3ccccc32)cc1 | . | -3 | . | 12 | . | 106*
COc1ccc(C(=O)NCCn2ccc3ccccc32)cc1 | . | 7 | . | 4 | . | 44*

Next compounds follow.
SMILES | Casp6 inh | PglD DTNB | RAD52 inh | ARNT-TACC3 inh | ERp5 inh | RAD54 inh | esBAF inh | E-selectin induc
CCOC(=O)N1CCN(S(=O)(=O)c2ccc(C(=O)N(CCCN(C)C)c3nc4cc(OC)ccc4s3)cc2)CC1 | -16 | -2 | 15 | 5 | 1 | 9 | 2 | 0.0
c1ccc(-c2cc(-c3ccccc3)ncn2)cc1 | -4 | 4 | -8 | -2 | 0 | 4 | . | .
COc1cccc(C(=O)Nc2nc(-c3ccc(S(=O)(=O)N4CCOCC4)cc3)cs2)c1 | . | 2 | . | 3 | . | -4 | -5 | .
COc1ccc2c3c([nH]c2c1)[C@@H](CO)N(S(C)(=O)=O)CC31CN(CC2CC2)C1 | 1 | . | -3 | . | 10 | . | . | -0.6
OCCC1CN(Cc2ccon2)CCN1Cc1ccccc1 (centres undefined) | -6 | -1 | -9 | -4 | -1 | -9 | -7 | .
Cc1ccc2nc(NC(=O)c3ccc(OCC4CCCO4)cc3)sc2c1 (centres undefined) | 2 | . | -2 | -4 | 0 | . | . | -2.0
CCOC(=O)c1cc2occc2n1CC(=O)NC1CCCCC1C (centres undefined) | . | -4 | . | -2 | . | 1 | -7 | .
CCCCN(CCCC)C(=O)C[n+]1cccc(/C=N/O)c1 | 1 | -7 | -30 | -6 | 1 | 2 | -9 | .
C[C@H](CO)N1C[C@H](C)[C@H](CN(C)C(=O)Nc2cccc3ccccc23)Oc2ccc(NS(=O)(=O)c3ccc(Cl)cc3)cc2CC1=O | -1 | 0 | 0 | 0 | -3 | 7 | 9 | 24
O=C(NCC(=O)N(Cc1ccco1)C(C(=O)NC1CCCCC1)c1ccncc1)c1cccs1 (centres undefined) | 2 | -1 | -32 | 15 | 2 | -7 | 1 | -0.1
O=C(c1cccc(F)c1)N1CCCCN2[C@H](CO)[C@H](c3ccc(/C=C/c4ccccc4)cc3)[C@H]2C1 | -2 | 2 | -24 | 4 | -4 | 3 | . | -0.4
Cc1[nH]c2ccccc2c1C(Nc1nccs1)c1ccncc1 (centres undefined) | . | 7 | . | -1 | . | 8 | . | 2.1
CCS(=O)(=O)N1CC2(C1)CN(S(=O)(=O)c1cn(C)cn1)[C@@H](CO)c1[nH]c3cc(OC)ccc3c12 | 0 | . | -7 | . | 1 | . | . | -0.2
O=S(=O)(c1ccccc1)N1CC2(C1)[C@@H](c1ccccc1)[C@@H](CO)N2CCC(F)(F)F | 4 | . | -11 | . | 2 | . | . | -0.2
CN(C(=O)c1ccc([N+](=O)[O-])cc1)c1ccccc1C(=O)NCc1ccccc1 | -1 | 3 | -10 | 0 | 3 | -6 | 8 | 0.5

Quoted from the listing.
For PglD DTNB, COc1cccc(C(=O)Nc2nc(-c3ccc(S(=O)(=O)N4CCOCC4)cc3)cs2)c1 is listed with 2
For ERp5 inh, c1ccc(-c2cc(-c3ccccc3)ncn2)cc1 is listed with 0
